High-throughput results from PubChem BioAssay.
SIAH1 antagonists: Siah-1 peptide-binding antagonists, primary screen, biochemical, fluorescence polarization, rhodamine-plectin, uHTS (AID 1817); E3 ubiquitin-protein ligase SIAH1 (Homo sapiens); Siah-1 / rhodamine-plectin peptide fluorescence polarization; higher % means a stronger effect; displacement, % at 20 µM, or IC50 in µM where a hit was titrated; 290,000 tested, 0.02% active;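 active = displacement of at least 50% at 20 µM, with a fluorescence ratio check between 0.3 and a set limit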;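 also: plate controls were Siah plus tracer with DMSO for no effect and tracer alone without Siah for full effect; strong numbers were not always called active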
M1AAP inhibition: P. falciparum M1AAP inhibitors, biochemical, fluorogenic H-Leu-NHMec substrate, 1536-well (AID 1445); recombinant M1AAP, H-Leu-NHMec fluorogenic kinetic assay; higher % means a stronger effect; one-dose inhibition, % at 30 µM; IC50 in µM for titrated hits; 220,000 tested, 0.42% active;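 active = primary inhibition above the hit cutoff, then over 50% inhibition at one or more dose response concentrations, cut at about 23% in these data, passing the limit was not always enough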;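 also: plate controls were DMSO full reaction for no effect and no enzyme background for full effect; strong numbers were not always called active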
LYP phosphatase: inhibitors of LYP phosphatase, biochemical, fluorescence intensity, uHTS (AID 1779); Tyrosine-protein phosphatase non-receptor type 22 (Homo sapiens); recombinant LYP phosphatase, fluorescence intensity; higher % means a stronger effect; inhibition, % at 11.5 µM; hits with a dose series show IC50 in µM; 290,000 tested, 0.054% active;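 also: plate controls were vehicle with enzyme for no effect and no enzyme for full effect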
CSM14.1 death rescue: rescue of cells from ER stress-induced death, primary screen, 384-well, CSM14.1, thapsigargin, ATP luminescence (AID 1222). CSM14.1 thapsigargin-induced death rescue, ATP luminescence; higher % means a stronger effect. 190,000 tested, under 10 active. cellular ATP content (survival), % at 20 µM; hits with a dose series show EC50 in µM;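 active = EC50 below 50 µM in the dose-response confirmation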;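 also: death triggered by thapsigargin at about 15 µM added after 2 h compound pretreatment; cell ATP read after overnight thapsigargin exposure of roughly 18 to 22 hours; normalized against plate controls of thapsigargin alone and 5% DMSO vehicle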
HEK293 NOD2/NF-kB: NOD2 signaling inhibitors, cell-based, luminescence, uHTS, HEK293 (AID 1566). 290,000 tested, 0.63% active. HEK293 NOD2/NF-kB luciferase reporter, luminescence; higher % means a stronger effect. one-dose inhibition, % at 4 µM; EC50 in µM for titrated hits; also: many of its hits are not listed in these tables
XIAP displacement: XIAP antagonists, biochemical, IAP family, fluorescence polarization (AID 1018). 200,000 tested, 0.007% active. E3 ubiquitin-protein ligase XIAP (Homo sapiens). XIAP BIR domain, fluorescence polarization peptide displacement; higher % means a stronger effect. displacement, % at 20 µM, or IC50 in µM where a hit was titrated; in the data active = displacement above about 50%; also: a part of the inactive calls stands beside numbers as strong as those of hits
AID2073: inhibitors of Mint1-CaV2.2 protein interaction, biochemical, HTRF (AID 2073). Voltage-dependent N-type calcium channel subunit alpha-1B (Homo sapiens). HTRF protein-protein interaction, Mint1-CaV2.2; higher % means a stronger effect. inhibition, % at 20 µM, or IC50 in µM where a hit was titrated. 290,000 tested, 0.19% active; in the data active = inhibition mostly above about 51%, no sharp cut-off; also: some results filed as inactive read as strong as hits
M17LAP inhibition: P. falciparum M17LAP inhibitors, primary screen, biochemical, fluorogenic H-Leu-NHMec substrate, 1536-well (AID 1619) | Leucine aminopeptidase (Plasmodium falciparum (isolate 3D7)) | recombinant M17LAP, H-Leu-NHMec fluorogenic kinetic assay; higher % means a stronger effect | inhibition, % at 30 µM, or IC50 in µM where a hit was titrated | 220,000 tested, 0.38% active;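 active = compound inhibiting the enzyme by more than half at any dose during confirmatory dose-response retesting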;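 also: plate controls were full reaction with DMSO carrier for no effect and no enzyme background for full effect; strong numbers were not always called active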
Hep lipid drop: inhibitors of hepatocyte lipid droplet formation, primary screen, imaging, high-throughput imaging, BODIPY stain; 240,000 tested, 0.4% active; inhibition, % at 6.5 µM; AML12 mouse hepatocytes, oleate lipid droplets;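 active = lipid droplet intensity inhibited by at least 50%, with more than 500 cells counted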
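Technique: fluorescence imaging, 20x objective, two fields per well / Assay system: AML12 hepatocytes (mouse) / Measure: % inhibition of lipid droplet signal / Doses: 6.5 µM single-point dosing / Incubation: overnight exposure / Reagent: 100 µM oleic acid challenge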
Hep lipid drop cells 6.5 µM: further read-out of Hep lipid drop, marked with its call; cell count; measured here: cell count, cytotoxicity flag;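 cells counted across two imaged fields per well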
The depositor's hits bear a star; / = not tested or not shown. Rule as the data show it, unless noted: active = inhibition above about 50%; inactive = the rest. Not all compounds are listed; rates above refer to the full screens.

Order of values: SIAH1 antagonists | M1AAP inhibition | LYP phosphatase | CSM14.1 death rescue | HEK293 NOD2/NF-kB | XIAP displacement | AID2073 | M17LAP inhibition | Hep lipid drop | Hep lipid drop cells 6.5 µM
> CCc1ccc(OCC(=O)OCC(=O)c2ccc3c(c2)NC(=O)CO3)cc1
 : 0% | 8% | -4% | -0.2% | 17% | -2.4% | 0% | 12% | 17 | 775
> COc1ccc(Cl)cc1NC(=S)Nc1ccc(Cl)cn1
 : 6% | 5% | 1% | -1.1% | -3% | -7.8% | 22% | 10% | -12 | 681
> C/C(=N/OC(=O)c1ccc(C(F)(F)F)cc1)c1oc(C)nc1C
 : 2% | 6% | -1% | / | 8% | / | -3% | 3% | -1 | 675
> COc1ccccc1OCc1ccc(C(=O)NC2CCCCC2)o1
 : 4% | / | -9% | / | -13% | / | 5% | / | -7 | 790
> COc1cc(CNCc2ccc(Br)cc2)cc(OC)c1
 : 12% | / | 0% | / | -9% | / | -3% | / | / | /
> Cc1ccnc(N/N=C/c2ccccc2)n1
 : 3% | 11% | 0% | -1.3% | -60% | -1.7% | 7% | 9% | 1 | 592
> CCC1(c2ccc(F)cc2)NC(=O)NC1=O (stereo unspecified)
 : 2% | / | -9% | / | 15% | / | 3% | / | -7 | 818
> CCOc1ccc(C(=O)NCc2ccco2)cc1Cl
 : -9% | / | -9% | / | 17% | / | 4% | / | 4 | 815
> O=C(CCN1CCOCC1)NNC(=O)Nc1cccc([N+](=O)[O-])c1
 : -1% | / | -1% | / | -4% | / | 4% | / | -4 | 832
> CC(=O)Nc1ccc(Oc2cc(C#N)c(C#N)cc2N2CCCCCC2)cc1
 : -3% | 4% | -2% | 1.8% | 41% | 1.7% | 24% | 3% | 0 | 733
> COc1cc(SC)ccc1C(=O)Nc1ccc(Cl)cn1
 : 10% | 6% | -5% | -4.8% | -63% | -2.2% | 22% | 6% | 12 | 734
> C=CCn1c(N2CCN(c3ccc(OC)cc3)CC2)nc2c1c(=O)n(C)c(=O)n2C
 : 2% | 10% | -5% | -0.8% | 22% | -8.6% | -26% | 1% | 6 | 747
> Brc1ccc(-c2nnc(SCCC3OCCCO3)o2)cc1
 : 7% | 2% | -6% | 0.2% | -26% | 3.2% | 14% | -3% | / | /
> Clc1ccc(Cn2nnc(-c3ccccc3)n2)cc1
 : 3% | -4% | 0% | 1.8% | -12% | 0.9% | 2% | -3% | 2 | 717
> CCOc1ccc(C(=O)NCC2CCCO2)cc1 (stereo unspecified)
 : 9% | 0% | -4% | 0.3% | -23% | -5.6% | 0% | 7% | -4 | 640
> O=C(N/N=C/c1ccccc1C(=O)O)c1ccncc1
 : 0% | / | -6% | / | 11% | / | 8% | / | 10 | 785
> CCCCNC(=O)NS(=O)(=O)c1ccc(C)cc1
 : -2% | 1% | -1% | -2.9% | 8% | -9.2% | -6% | 7% | 8 | 731
> O=C(NCCS(=O)(=O)N1CCN(c2ccccc2)CC1)C1CC(=O)N(c2ccccc2)C1 (stereo unspecified)
 : -5% | / | -7% | / | 19% | / | -2% | / | -15 | 656
> CC(Sc1nnnn1C1CCCCC1)C(=O)O (stereo unspecified)
 : 0% | 4% | -4% | -1.1% | -8% | 0.8% | 21% | 12% | 9 | 627
> O=C(CSc1nnnn1-c1cccc2ccccc12)Nc1ccc(N2CCOCC2)c(Cl)c1
 : 2% | 3% | -4% | 2.8% | 8% | -7.4% | 31% | -4% | 14 | 757
> Cc1c2c(n3c(nc4ccccc43)c1C#N)N(CCN1CCOCC1)CC2
 : 2% | 18% | -11% | -0.8% | 6% | -4.3% | 27% | -153% | -9 | 704
> CC(=O)c1cc2c(cc1NS(=O)(=O)c1ccc3c(c1)OCCO3)OCO2
 : 4% | -2% | 1% | -1.5% | 1% | -5.2% | 6% | -6% | / | /
> O=S(=O)(c1cccc2cccnc12)N1CCN(Cc2ccccc2)CC1
 : -2% | 11% | -6% | -0.8% | 16% | -5.6% | 3% | 3% | -3 | 743
> O=S(=O)(c1cccc2cccnc12)n1cnc2ccccc21
 : 2% | 3% | -8% | 4.8% | 4% | -6.4% | 7% | 7% | -34 | 741
> O=C(CNC(=O)c1cccs1)N=Nc1c(O)[nH]c2ccc(Br)cc12
 : 10% | / | -9% | / | 22% | / | 11% | / | 1 | 691
> CN(C)S(=O)(=O)c1ccc(Cl)c(NC(=O)COC(=O)CNC(=O)c2ccco2)c1
 : 5% | 5% | -6% | -0.2% | 8% | -4.9% | 0% | 3% | -7 | 661
> COC(=O)c1cc(N=Cc2c(O)c3ccccc3oc2=O)cc(C(=O)OC)c1
 : 0% | / | -11% | / | 10% | / | 11% | / | -2 | 820
> O=C(O)c1ccc(SCc2cnc(Cl)s2)cc1
 : 3% | 0% | -5% | -3.4% | 4% | -2.4% | -30% | 17% | / | /
> O=C(COC(=O)/C=C/c1cccc(F)c1)Nc1ccccc1
 : 3% | -1% | -2% | 0.1% | 7% | 0.4% | -4% | 2% | 4 | 701
> CN(Cc1ccccc1)C(=O)C(=O)c1cn(CC(=O)N2CCCC2)c2ccccc12
 : -6% | / | -9% | / | 7% | / | 8% | / | -11 | 665

Pulled by structure from the entries so far, 4 records:
Order of values: SIAH1 antagonists | M1AAP inhibition | LYP phosphatase | CSM14.1 death rescue | HEK293 NOD2/NF-kB | XIAP displacement | AID2073 | M17LAP inhibition | Hep lipid drop | Hep lipid drop cells 6.5 µM
> CCOc1ccc(C(=O)NCc2ccco2)cc1Cl
 : -9% | / | -9% | / | 17% | / | 4% | / | 4 | 815
> CCc1ccc(OCC(=O)OCC(=O)c2ccc3c(c2)NC(=O)CO3)cc1
 : 0% | 8% | -4% | -0.2% | 17% | -2.4% | 0% | 12% | 17 | 775
> CCCCNC(=O)NS(=O)(=O)c1ccc(C)cc1
 : -2% | 1% | -1% | -2.9% | 8% | -9.2% | -6% | 7% | 8 | 731
> COc1ccc(Cl)cc1NC(=S)Nc1ccc(Cl)cn1
 : 6% | 5% | 1% | -1.1% | -3% | -7.8% | 22% | 10% | -12 | 681

The listing continues:
Order of values: SIAH1 antagonists | M1AAP inhibition | LYP phosphatase | CSM14.1 death rescue | HEK293 NOD2/NF-kB | XIAP displacement | AID2073 | M17LAP inhibition | Hep lipid drop | Hep lipid drop cells 6.5 µM
> COc1cccc(NC(=O)C2CCCN2S(=O)(=O)c2ccc3c(c2)n(C)c(=O)c(=O)n3C)c1 (stereo unspecified)
 : 0% | / | 5% | / | -3% | / | 2% | / | -22 | 684
> COc1ccc(C(C(=O)NC2CCCCC2)N2CCC3(CC2)OCCO3)cc1 (stereo unspecified)
 : -4% | 0% | -4% | -1.1% | 28% | -7.6% | 4% | 23% | / | /
> O=Cc1ccc(-c2ccc(C(=O)O)cc2)o1
 : 8% | 8% | 4% | / | 17% | / | 9% | 16% | -4 | 734
> Cc1c(Cl)cccc1NC(=O)c1cc(S(=O)(=O)N2CCOCC2)cn1C
 : 14% | / | -13% | / | 1% | / | 0% | / | -1 | 786
> COC(=O)c1ccc(C2C(C#N)=C(N)Oc3cc(N)ccc32)cc1 (stereo unspecified)
 : 1% | / | -7% | / | 3% | / | 11% | / | -15 | 813
> COC(=O)c1ccc(C(=O)NC2CCSc3ccccc32)cc1 (stereo unspecified)
 : 6% | / | -7% | / | 28% | / | 14% | / | 6 | 831
> COc1cccc(N2CCN(S(=O)(=O)c3cc4c(cc3C)N(C)CCO4)CC2)c1
 : -3% | / | -2% | / | 3% | / | 5% | / | -15 | 730
> C/C(=C\C(=O)c1ccccc1)NNc1nc2ccccc2s1
 : 1% | 10% | 5% | 0.6% | -27% | -1.3% | -2% | 0% | / | /
> CCN(C(=O)C(C)N1C(=O)/C(=C/c2ccco2)SC1=S)C1CCS(=O)(=O)C1 (stereo unspecified)
 : 0% | / | -1% | / | 17% | / | 17% | / | -9 | 692
> N#C/C(=N/O)c1nc(-c2ccc(F)cc2)cs1
 : 2% | 4% | -3% | -3.5% | -5% | 45% | 3% | 32% | 27 | 830
> COc1cccc(CN2CCNC(=O)C2CC(=O)NCCc2nc(C)c(C)s2)c1OC (stereo unspecified)
 : 5% | -4% | -5% | -1.0% | -2% | -1.8% | 18% | 3% | -20 | 629
> Cc1ccc(OCC(=O)Nn2c(C)nc3ccccc3c2=O)c(C(C)C)c1
 : -5% | 6% | 0% | -0.2% | 4% | -6.3% | 12% | -7% | / | /
> CCOc1ccc(NC(=O)C2CC=CCC2C(=O)O)cc1 (stereo unspecified)
 : 4% | -3% | -3% | 11% | -10% | -3.2% | -3% | 10µM* | 0 | 787
> Cc1cc(C)c2[nH]c(=O)c(C(c3nnnn3C(C)(C)C)N(Cc3ccco3)CC3CCCO3)cc2c1 (stereo unspecified)
 : -4% | 11% | 4% | -3.2% | -10% | -5.9% | 14% | 6% | 10 | 779
> Cc1nc(NS(=O)(=O)c2ccc(Cl)s2)c2c3c(sc2n1)CCCC3
 : 15% | 13% | -4% | / | 37% | / | 11% | 4% | -1 | 634
> CCc1cccc(CC)c1NC(=O)COC(=O)C1(c2ccc(Cl)cc2)CCCC1
 : -4% | 19% | 3% | -1.8% | 1% | -14% | 9% | 4% | -28 | 618
> CCC(Cc1ccccc1)NCc1c(C(=O)O)c(C)n(Cc2ccccc2)c1C (stereo unspecified)
 : 10% | 5% | -7% | -8.0% | 3% | -7.1% | 1% | -7% | 7 | 686
> CCOC(=O)/C(C#N)=C/Nc1cc(C(C)(C)C)sc1C(C)=O
 : 0% | 7% | 4% | / | 6% | / | 23% | 14% | 13 | 726
> COc1ccc(C(=O)NC(C)c2nc3ccccc3[nH]2)cc1OC (stereo unspecified)
 : 6% | 1% | 1% | 0.8% | 11% | -7.2% | 18% | -5% | -18 | 753
> c1ccc2sc(N3CCN(Cc4nnnn4CC4CCCO4)CC3)nc2c1 (stereo unspecified)
 : -3% | -3% | -8% | 2.2% | -6% | -3.0% | 11% | 9% | / | /
> Cc1ccc(C(C)n2cc(C(=O)NCc3ccccn3)nn2)cc1 (stereo unspecified)
 : -3% | -1% | -7% | -0.7% | -4% | -5.9% | -7% | 1% | 7 | 709
> COc1ccc2nc(/C(C#N)=C\c3ccc(Oc4ccc([N+](=O)[O-])cn4)cc3)[nH]c2c1
 : 12% | 10% | 0% | -0.8% | 7% | -2.7% | 29% | -12% | 10 | 606
> CCOC(=O)CNC=C(C(=O)OCC)C(=O)OCC
 : 0% | 4% | -3% | -1.0% | 3% | -6.7% | 2% | 6% | 17 | 684
> O=C(/C=C/c1cccs1)N1CCC2(CC1)Oc1ccc(F)cc1C(=O)C21CC(c2ccc(Cl)cc2)=NO1 (stereo unspecified)
 : -1% | 2% | -3% | / | -3% | / | 0% | 6% | 3 | 735
